Screening results (PubChem BioAssay)
FBA Mtb inh = inhibits M. tuberculosis FBA enzyme; AID 588726; inhibition, % at 1 µM; purified M. tuberculosis FBA, fluorescence read-out; P9WQA3; 2.3% of 360,000 active; in the data active = inhibition above about 27%;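 note: 0% = vehicle and 100% = reference inhibitor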
Target sequence (P9WQA3 whole entry, looked up): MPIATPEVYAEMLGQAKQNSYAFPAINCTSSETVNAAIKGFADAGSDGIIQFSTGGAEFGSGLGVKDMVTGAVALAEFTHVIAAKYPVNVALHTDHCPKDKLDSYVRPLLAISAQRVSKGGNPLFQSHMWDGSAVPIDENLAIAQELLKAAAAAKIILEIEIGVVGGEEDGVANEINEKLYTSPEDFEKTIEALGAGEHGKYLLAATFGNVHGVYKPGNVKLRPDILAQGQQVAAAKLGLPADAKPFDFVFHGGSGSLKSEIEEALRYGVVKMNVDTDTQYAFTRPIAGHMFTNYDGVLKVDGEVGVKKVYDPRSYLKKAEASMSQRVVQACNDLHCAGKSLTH
TcdB GH inh = TcdB glycohydrolase inhibition; TcdB glycohydrolase enzymatic assay, plate reader; 0.24% of 350,000 active; P18177; inhibition, % at 9.99 µM; AID 652162; in the data active = inhibition above about 10%
GDH-TPI counter = inhibits GDH-TPI coupling enzymes, artifact for Mtb FBA screen | GDH-TPI coupled enzyme counterscreen, NADH absorbance | inhibition, % at 4.8 µM | 1.2% of 360,000 active | AID 588335; in the data active = inhibition above about 30%;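 note: 0% = DMSO wells and 100% = wells lacking the enzyme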
BH1578 lux ind = inducers of Vibrio cholerae quorum light production without autoinducers | 0.16% of 350,000 active | AID 588436 | activation, % at 18.7 µM | V. cholerae BH1578 lux reporter, luminescence, 6 h; in the data active = activation mostly above about 9.7%, no sharp cut-off; inconclusive = no clear call, values can overlap the other calls; inactive = mostly below about 3.7%; note: not every result past the cut was called active; inactives centre near 0; reference of the scale not given here
PfHsp40 rescue = compounds rescuing yeast from Plasmodium falciparum HSP40 toxicity | S. cerevisiae expressing PfHsp40, growth rescue, ATP luminescence | growth rescue, % at 12.5 µM | 0.68% of 340,000 active; in the data active = growth rescue above about 28%, passing the limit was not always enough; inconclusive = no clear call, values can overlap the other calls;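 note: yeast W303a lacking pdr1 and pdr3 grown in galactose medium; growth measured after three days at 30 °C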
BioA inh = blocks M. tuberculosis BioA enzyme activity; 0.096% of 360,000 active; inhibition, % at 9.99 µM; purified M. tuberculosis BioA enzyme, plate reader; in the data active = inhibition above about 40%; inconclusive = no clear call, values can overlap the other calls
FadD28 FP inh = inhibitors of Mycobacterium tuberculosis FadD28 bisubstrate binding | inhibition, % at 12.5 µM | 0.22% of 360,000 active | FadD28 bisubstrate probe binding, fluorescence polarization; in the data active = inhibition above about 8.5%, passing the limit was not always enough; inconclusive = no clear call, values can overlap the other calls
UGM FP inh = blocks M. tuberculosis UGM enzyme; purified UGM, fluorescence polarization probe displacement; inhibition, % at 10 µM; 0.06% of 320,000 active; AID 504406; in the data active = inhibition above about 10%, passing the limit was not always enough; inconclusive = no clear call, values can overlap the other calls
Target sequence (P9WIQ1 whole entry, looked up): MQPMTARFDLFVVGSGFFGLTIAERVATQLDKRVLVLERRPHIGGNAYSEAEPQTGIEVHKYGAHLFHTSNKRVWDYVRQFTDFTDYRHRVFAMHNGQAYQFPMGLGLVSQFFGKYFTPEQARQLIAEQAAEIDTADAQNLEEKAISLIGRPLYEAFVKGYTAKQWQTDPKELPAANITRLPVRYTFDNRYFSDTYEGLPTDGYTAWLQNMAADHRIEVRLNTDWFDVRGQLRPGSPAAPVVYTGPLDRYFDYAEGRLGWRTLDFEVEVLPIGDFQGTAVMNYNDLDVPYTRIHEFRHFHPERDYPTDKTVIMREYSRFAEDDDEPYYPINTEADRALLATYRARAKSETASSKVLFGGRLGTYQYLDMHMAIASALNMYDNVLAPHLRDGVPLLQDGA
Yp Topo-I inh = inhibitors of Yersinia pestis topoisomerase I; activity, % at 10 µM; 0.064% of 360,000 active; Y. pestis Topo-I cleavage product accumulation, plate reader; in the data active = activity above about 50%, passing the limit was not always enough; inconclusive = no clear call, values can overlap the other calls; note: inactives centre near 2
Active calls of the source: *; i = inactive; ? = inconclusive; · = not tested or not shown.

Order of values – FBA Mtb inh	TcdB GH inh	GDH-TPI counter	BH1578 lux ind	PfHsp40 rescue	BioA inh	FadD28 FP inh	UGM FP inh	Yp Topo-I inh
1) O=C(NCCCN1CCOCC1)c1ccc(CS(=O)(=O)c2cccc(C(F)(F)F)c2)o1
 : 0	·	5	-0.2	0.8	-0.2	0.6	-0.2	0
2) C=CCSc1nnc(-c2cc(Br)ccc2N)c(=O)[nH]1
 : 4	-1.6	23	-0.2	-0.4	1.0	-2.9	0.7	-6
3) O=C(COC(=O)C12CC3CC(CC(C3)C1)C2)Nc1nccs1
 : 1	-0.1	3	i	-1.8	·	-0.7	-0.3	1
4) COC(=O)c1c(C)noc1-c1ccc(Cl)cc1
 : 0	-0.1	1	i	2.3	·	-2.8	-1.4	-7
5) CC(=O)Oc1ccc2c(=O)c(Oc3ccccc3[N+](=O)[O-])coc2c1
 : -1	·	-1	5.6	0.1	0.2	-0.4	-0.2	-1
6) CCOc1ccc(Nc2ccc(S(=O)(=O)N3CCN(C)CC3)cc2[N+](=O)[O-])cc1OCC
 : -2	-0.9	-6	-5.9	1.9	-0.2	-2.5	-1.1	9
7) Cc1ccc(SCc2cn3cccnc3n2)cc1
 : 0	·	10	-0.4	-1.3	-1.3	-1.3	-1.5	-7
8) O=C(NC1(O)C(=O)c2ccccc2C1=O)c1ccc(C(F)(F)F)cc1
 : 3	-5.5	-2	-0.4	·	-2.7	-2.8	1.4	-2
9) CCOC(=O)C1=NNC(C(=O)c2ccccc2)C1c1ccc(OC)cc1 (configuration not stated)
 : 13	·	3	-0.8	-1.1	-1.4	-1.9	2.0	11
10) CCOC(=O)c1cc(C(=O)c2cc(F)ccc2O)coc1=N
 : 5	·	17	i	-0.1	0.6	-4.3	1.3	8

Of the compounds above, three have fluorine:
Order of values – FBA Mtb inh	TcdB GH inh	GDH-TPI counter	BH1578 lux ind	PfHsp40 rescue	BioA inh	FadD28 FP inh	UGM FP inh	Yp Topo-I inh
1) O=C(NCCCN1CCOCC1)c1ccc(CS(=O)(=O)c2cccc(C(F)(F)F)c2)o1
 : 0	·	5	-0.2	0.8	-0.2	0.6	-0.2	0
8) O=C(NC1(O)C(=O)c2ccccc2C1=O)c1ccc(C(F)(F)F)cc1
 : 3	-5.5	-2	-0.4	·	-2.7	-2.8	1.4	-2
10) CCOC(=O)c1cc(C(=O)c2cc(F)ccc2O)coc1=N
 : 5	·	17	i	-0.1	0.6	-4.3	1.3	8

Remaining list, next part.
Order of values – FBA Mtb inh	TcdB GH inh	GDH-TPI counter	BH1578 lux ind	PfHsp40 rescue	BioA inh	FadD28 FP inh	UGM FP inh	Yp Topo-I inh
11) CCn1nc(C)c(C2C(C#N)=C(N)OC3=C2C(=O)CC(C)(C)C3)c1C (configuration not stated)
 : 2	·	16	-0.5	0.9	-3.7	0.0	-1.6	-12
12) CC(C)(C)OC(=O)N1CCC(C(=O)N[C@@H](Cc2ccccc2)C(=O)O)(c2ccccc2)CC1
 : -1	·	-1	1.5	-0.6	-2.1	-0.6	2.2	-5
13) Cc1ccc(C)c(NC(=O)CCN2CCN(c3ccccc3F)CC2)c1
 : 2	0.4	-1	0.1	·	0.1	-1.0	2.2	-9
14) O=C(NCc1ccco1)c1cccc2ccccc12
 : 1	·	-1	-0.2	1.0	-0.1	0.0	-3.0	2
15) Cc1cc(C)nc(CCNC(=O)CC2C(=O)NCCN2Cc2ccccc2)n1 (configuration not stated)
 : 2	2.9	5	-0.3	-1.5	-4.6	0.7	3.4	5
16) O=C1c2ccccc2C(=O)N1CCOCCN1C(=O)c2ccccc2C1=O
 : -2	·	5	·	-0.1	-0.6	-4.1	0.1	-9
17) O=C(CSc1ccccc1)NCC1(N2CCCCC2)CCCCC1
 : 4	0.5	-3	i	-0.6	·	-0.6	0.0	-4
18) CCCCNC(=O)/C(C#N)=c1\s/c(=C\c2ccccc2OC(F)F)c(=O)n1CCCOC
 : -4	1.0	-9	-0.2	-1.4	-1.7	-3.3	2.2	-1
19) CCC(C)[C@H](NC(=O)N1CCn2c1nc1ccccc12)C(=O)NCc1ccc(OC)cc1 (some centres not stated)
 : 7	0.0	1	0.2	3.0	·	0.7	0.6	25
20) COc1cc(OC)c(NC(=O)N2CCOCC2)cc1Cl
 : 0	0.6	-2	i	-0.3	0.4	-1.0	-2.2	-1
21) O=C(Cn1ccc([N+](=O)[O-])n1)NCC1CCCO1 (configuration not stated)
 : 2	0.7	8	i	0.5	-1.8	1.3	-2.6	1
22) O=C(Nc1ccc(OCC(=O)N2CCC(Cc3ccccc3)CC2)cc1)c1ccco1
 : 3	·	1	-0.2	10	0.4	-4.3	0.4	23
23) COc1ccc(/C=N/Nc2ccccc2C(=O)O)cc1Cn1cc([N+](=O)[O-])cn1
 : 2	0.1	19	-2.3	-1.6	2.8	4.0	1.3	-7
24) COC(=O)c1nc2n(n1)C(c1cccc(Cl)c1)C1=C(CC(C)(C)CC1=O)N2 (configuration not stated)
 : 3	0.9	15	-0.4	-0.7	3.8	-1.1	-0.2	7
25) Cn1nccc1C(=O)N/N=C/c1cccnc1
 : -1	0.7	-1	-0.3	-0.3	6.3	-1.1	1.3	2
26) CN(C)S(=O)(=O)c1ccc(C(=O)OCC(=O)NCc2ccccc2)cc1
 : 7	1.4	2	-0.3	0.5	-0.4	-3.9	-1.2	3
27) COCCNS(=O)(=O)c1ccc(OCC(=O)OC)c(Cl)c1
 : -3	·	-7	-0.3	-0.7	0.8	-4.5	1.1	5
28) COc1ccc(CNC(=O)O[C@H]2Cn3c(=O)ccc(=O)n3[C@@H]3CN(S(=O)(=O)c4ccc(C)cc4)C[C@]23O)cc1OC
 : -1	0.1	15	-0.8	·	0.4	-1.3	·	-3
29) CCCCNC(=O)CCn1nc(-c2ccccc2)c2ccccc2c1=O
 : 4	·	1	-7.7	-0.8	0.4	-0.2	0.6	19
30) N#Cc1ccsc1NC(=O)c1ccccn1
 : -2	·	20	-1.4	-1.4	-1.4	-0.8	0.0	2

5 records picked at random from those above:
Order of values – FBA Mtb inh	TcdB GH inh	GDH-TPI counter	BH1578 lux ind	PfHsp40 rescue	BioA inh	FadD28 FP inh	UGM FP inh	Yp Topo-I inh
21) O=C(Cn1ccc([N+](=O)[O-])n1)NCC1CCCO1 (configuration not stated)
 : 2	0.7	8	i	0.5	-1.8	1.3	-2.6	1
29) CCCCNC(=O)CCn1nc(-c2ccccc2)c2ccccc2c1=O
 : 4	·	1	-7.7	-0.8	0.4	-0.2	0.6	19
27) COCCNS(=O)(=O)c1ccc(OCC(=O)OC)c(Cl)c1
 : -3	·	-7	-0.3	-0.7	0.8	-4.5	1.1	5
22) O=C(Nc1ccc(OCC(=O)N2CCC(Cc3ccccc3)CC2)cc1)c1ccco1
 : 3	·	1	-0.2	10	0.4	-4.3	0.4	23
23) COc1ccc(/C=N/Nc2ccccc2C(=O)O)cc1Cn1cc([N+](=O)[O-])cn1
 : 2	0.1	19	-2.3	-1.6	2.8	4.0	1.3	-7

Further records.
Order of values – FBA Mtb inh	TcdB GH inh	GDH-TPI counter	BH1578 lux ind	PfHsp40 rescue	BioA inh	FadD28 FP inh	UGM FP inh	Yp Topo-I inh
31) Cc1cc(N2CCCCC2)c(F)cc1[N+](=O)[O-]
 : -4	·	18	i	22	-0.7	-3.0	0.9	-5
32) COc1ccccc1NC(=O)C1=C(C)NC2=C(C(=O)CCC2)C1c1ccc2c(c1)OCO2 (configuration not stated)
 : 3	0.3	22	i	0.3	0.5	-7.4	1.6	-2
33) O=S(=O)(Nc1ncccn1)c1ccc(-n2cnnn2)cc1
 : 3	0.4	2	-0.5	1.2	-0.1	-3.2	1.4	9
34) Cc1nnc2n(C3CCCCC3)c(=O)c3c4c(sc3n12)COC(C)(C)C4
 : 4	·	7	0.7	-0.5	1.2	-2.4	-3.9	3
35) CC(OC(=O)C1CCCCC1)C(=O)Nc1ccc(S(N)(=O)=O)cc1 (configuration not stated)
 : 5	-0.4	1	i	-1.3	-2.2	·	0.2	-7
36) C/C=N\NC(=O)COc1cc(C)ccc1C
 : -1	0.6	2	-0.2	-1.5	·	-0.4	0.6	14
37) Cn1c(=O)c2cc(NC(=O)Cc3cccnc3)ccc2n1-c1ccc2ccccc2c1
 : 3	0.1	8	i	·	0.5	-4.0	·	22
38) CCOc1ccc(OCCC(=O)OCC(=O)Nc2ccc(Cl)cn2)cc1
 : 0	0.9	-11	-1.2	0.0	-0.9	-4.6	-2.2	7
39) COc1ccc(OCc2cc(C(=O)N3CCCN(C(C)=O)CC3)no2)c(Cl)c1
 : -2	2.6	-5	-0.4	0.1	-0.3	-3.4	2.9	-2
40) O=C(Nc1ccc2[nH]c(=O)[nH]c2c1)Nc1ccc(F)cc1F
 : 4	0.5	-5	i	0.5	-0.8	-4.6	0.2	-2
41) Cc1nn(Cc2c(F)cccc2Cl)c(=O)c2ccccc12
 : 2	1.3	4	2.2	1.9	-0.3	-3.1	4.7	5
42) COc1cc(F)c(C2=CC(=O)CC(C)(C)C2)cc1F
 : -1	-1.6	6	i	-0.7	1.7	-2.6	2.1	5
43) COc1ccc(C(=O)NCCS(=O)(=O)N2CCOCC2)cc1
 : 0	2.0	-7	-0.4	0.1	-0.2	0.0	1.6	7
44) COc1ccc(Cl)cc1NS(=O)(=O)c1cccc(C(=O)NCCCN2CCOCC2)c1
 : 3	0.3	10	-0.8	·	-0.7	-2.0	·	4
45) CCN1CCN(CCNC(=O)c2ccc3c(c2)N(Cc2ccc(F)cc2)C(=O)c2ccccc2S3=O)CC1 (configuration not stated)
 : 3	2.0	3	i	0.3	-0.6	-2.6	-1.2	-15
46) Cc1cccc(OC(=O)Cn2c(C(F)(F)F)nc3ccccc32)c1
 : -5	·	-10	-1.0	0.1	-0.3	-2.5	0.0	4
47) COc1cc(S(=O)(=O)N2CCCCC2)ccc1NC(C)=O
 : 0	·	-13	-1.0	0.0	-0.1	-0.9	-2.1	0
48) Cc1ccc(Cc2ccccc2C(=O)O)cc1
 : -2	0.7	-4	·	1.1	·	-1.1	·	-10
49) O=C(c1[nH]c(C(F)(F)F)nc1-c1ccccc1)N1CCN(c2ccccn2)CC1
 : -1	-0.2	·	·	·	-0.6	?	·	·
50) CCSc1nc(O)cc(=O)n1-c1ccc(OC)cc1
 : 1	·	3	-1.0	-0.7	0.6	1.2	-0.5	6
51) CCOc1ccsc1C(=O)O
 : -3	0.0	-2	0.1	0.5	·	-3.3	0.9	-13
52) COc1ccc(-c2cccc(CCC(=O)N3CCN(c4cc(C)ccc4C)CC3)c2)cc1
 : 1	0.7	2	i	0.1	0.7	-1.0	·	40
53) O=S1(=O)CCOCCCN1Cc1cccc(C(F)(F)F)c1
 : 1	0.9	0	i	-0.9	0.0	-1.5	0.8	13
54) COc1cccc(CNC(=O)CCCn2c(=S)[nH]c3cc4c(cc3c2=O)OCO4)c1
 : -2	0.2	11	i	-1.3	0.0	-4.4	0.9	19
55) CCOC(=O)c1c(NC(=O)C2CCCCC2C(=O)O)sc2c1CCCCC2 (configuration not stated)
 : 2	0.5	0	i	0.8	·	0.2	-0.8	21
56) CCOC(=O)N1CCN(C(=O)CN(c2ccccc2OC)S(=O)(=O)c2ccc(OC)cc2)CC1
 : -3	1.0	8	-0.3	-0.6	·	-0.5	-1.2	14

No enrichment for hits, and some 4.6% of all compounds hit somewhere here.
